KLF5 inhibitor – suppresses KLF5 promoter-driven expression. DLD-1 KLF5 promoter-luciferase reporter, luminescence. inhibition, % at 5 µM. 290,000 tested, 0.23% active;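 active = inhibition above a per-plate limit of that plate's mean compound inhibition plus 3 SD, cut at about 60% in these data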;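 also: 0% = DMSO wells and 100% = LY294002 at 200 µM; higher means less KLF5 promoter-driven luciferase light; inactives centre near -14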
HSF-1 act – increases HSF-1 driven luciferase reporter signal; NIH3T3-HGL HSF-1 luciferase reporter, MG132, 8 h; 100% = twice DMSO control signal; activation, % at 9 µM; 300,000 tested, 1.7% active; AID 504408;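 active = mean replicate activation of at least 50% with a set share of replicates each reaching 50%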;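 also: 0% = median of the neutral control wells and 100% = twice that signal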
HSF1 inhib – HSF1 inhibition | activity change, negative = inhibition, % at 7.5 µM (by protocol) | 300,000 tested, 0.77% active | NIH3T3-HGL HSE-luciferase, MG132-induced, luminescence 8 h; active compounds read low;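 active = more than half of replicate wells show activity change below -50%, luminescence cut by over half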;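 also: luciferase reports HSF-1 transcriptional activity via heat shock element; 0% = median of DMSO wells and -100% = zero luminescence signal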
DYRK1A inh – Dyrk1A (rat) kinase inhibition; Q63470; ADP-Glo luminescence, NFATc1 peptide; inhibition, % at 12.5 µM; 310,000 tested, 0.43% active; in the data active = inhibition above about 50%;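 also: plate controls were vehicle with enzyme for no effect and no enzyme for full effect; many of its hits are not listed in these tables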
GSK3beta inhib – human GSK3beta kinase inhibition. P49841. activity score (negative = inhibition), % at 10 µM. AID 2097. GST-GSK3beta kinase, ADP-Glo luminescence, 60 min; active compounds read low. 300,000 tested, 0.038% active;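 active = more than half of replicate wells score below -50%, meaning over 50% inhibition versus plate controls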;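 also: 0% = median DMSO wells and -100% = median GW8510 positive control wells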
Target sequence (P49841 whole entry, looked up): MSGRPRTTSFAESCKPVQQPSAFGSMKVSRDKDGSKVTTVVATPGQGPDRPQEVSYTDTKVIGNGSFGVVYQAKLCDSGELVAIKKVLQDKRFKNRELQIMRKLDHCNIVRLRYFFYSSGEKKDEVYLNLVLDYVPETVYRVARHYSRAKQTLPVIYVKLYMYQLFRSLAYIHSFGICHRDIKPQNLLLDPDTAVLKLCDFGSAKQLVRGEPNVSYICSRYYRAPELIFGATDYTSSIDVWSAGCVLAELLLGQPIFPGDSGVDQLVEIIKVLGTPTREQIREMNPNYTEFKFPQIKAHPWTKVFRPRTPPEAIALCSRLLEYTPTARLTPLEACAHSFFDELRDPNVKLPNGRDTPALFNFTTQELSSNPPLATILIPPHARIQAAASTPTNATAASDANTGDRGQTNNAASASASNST
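test system = GST-tagged human GSK3beta kinase, cell-free | reagent = 25 µM ATP with peptide substrate | dosing = one dose of 10 µM per compound | schedule = 60 min reaction, RT | detection = luminescent ADP-Glo measurement of ADP formed | control set = DMSO neutral wells and GW8510 at 20 µM as positive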
HSP90 inh – HSP90 refolding inhibition in rabbit reticulocyte lysate. luciferase refolding luminescence, 3 h. 290,000 tested, 0.91% active. AID 1789. inhibition, % at 5.6 µM;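 active = inhibition above the screen-wide mean plus 3 SD, computed separately per campaign, cut at about 16% in these data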;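 also: 0% = DMSO wells and 100% = 60 µM geldanamycin wells; inhibitors lower the luminescence because luciferase stays unfolded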
Platelet DG rel – platelet dense granule release activity | human platelet-rich plasma, SFLLRN dense granule ATP release, luminescence | inhibition, %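 (compounds screened at 7.5 µM in platelet-rich plasma)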 | 300,000 tested, 0.22% active;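 active = mean replicate score, as percent of positive control, at or above 50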
GSK3A inh – blocks human GSK-3 alpha kinase; P49840; ADP-Glo luminescence, 60 min; inhibition, % at 10 µM; 320,000 tested, 0.1% active;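 in the data active = inhibition above about 50%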;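 also: GST-tagged GSK-3 alpha with peptide substrate and 25 µM ATP; 0% = DMSO neutral wells and 100% = GW8510 positive control wells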
Target sequence (P49840 whole entry, looked up): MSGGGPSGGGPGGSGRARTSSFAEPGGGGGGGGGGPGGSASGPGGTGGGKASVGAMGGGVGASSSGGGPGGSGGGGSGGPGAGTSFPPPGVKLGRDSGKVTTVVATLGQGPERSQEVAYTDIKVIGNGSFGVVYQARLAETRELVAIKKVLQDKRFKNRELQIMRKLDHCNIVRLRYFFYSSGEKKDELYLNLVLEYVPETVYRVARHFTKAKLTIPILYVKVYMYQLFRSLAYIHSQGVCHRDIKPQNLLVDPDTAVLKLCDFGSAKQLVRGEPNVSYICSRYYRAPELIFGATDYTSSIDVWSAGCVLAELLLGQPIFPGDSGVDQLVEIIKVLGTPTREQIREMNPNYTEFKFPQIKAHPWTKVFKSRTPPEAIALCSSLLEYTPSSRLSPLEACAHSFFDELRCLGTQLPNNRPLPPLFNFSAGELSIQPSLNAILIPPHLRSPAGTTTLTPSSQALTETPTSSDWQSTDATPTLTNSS
aSyn UTR inh – MLPCN primary screen, SNCA 5' untranslated region. AID 1813. 300,000 tested, 0.82% active. inhibition, % (tested at 7.5 µM). alpha-synuclein 5'UTR reporter, inhibitor activity; in the data active = inhibition above about 60%;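 also: H4 neuroglioblastoma cells stably carrying SNCA 5'UTR luciferase fusion; 0% = DMSO wells and 100% = positive control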
IEC-6 cytotox – kills IEC-6 intestinal cells in KLF5 counter-screen. IEC-6 cytotoxicity, luminescence viability. inhibition, % at 5 µM. AID 1825. 290,000 tested, 0.78% active; in the data active = inhibition above about 22%;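 also: 0% = plate median of test compound wells and 100% = cytotoxic reference compound wells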
Numbers without * were called inactive; · = not tested or not shown. Not all compounds are listed. The share of hits here may be higher or lower than overall.

SMILES	KLF5 inhibitor	HSF-1 act	HSF1 inhib	DYRK1A inh	GSK3beta inhib	HSP90 inh	Platelet DG rel	GSK3A inh	aSyn UTR inh	IEC-6 cytotox
COc1ccc(OC)c(-c2cc(C(=O)Nc3cc(C)on3)no2)c1	-24	-73	-64*	·	0	-1	-3	-3	-14	-2
Cn1c(=O)c2c(ncn2CC(=O)N2CCCc3ccccc32)n(C)c1=O	-36	-7	-5	-4	-2	3	-5	-3	-6	-6
Cc1ccnc(NS(=O)(=O)c2ccc(NC(=O)c3c(-c4ccccc4Cl)noc3C)cc2)n1	-35	11	-2	-4	-1	2	3	-1	10	6
CCc1nn(CC(=O)NC(C)CCc2ccccc2)c(=O)c2cc3cc(F)ccc3n12 (stereo not drawn)	-22	4	3	-4	-1	-5	-4	-2	-9	-7
COc1ccccc1N/C(N)=N/c1nc(CSc2ccc(C)cc2)cc(=O)[nH]1	2	-19	-8	2	-3	9	14	-1	26	8
Cc1ccc(Cl)cc1NC(=O)Cn1nc(-c2cccs2)ccc1=O	-24	-24	-1	-7	2	5	-19	3	-25	12
COc1cc(CO)ccc1OCc1ccc(Cl)nc1	-123	20	13	-7	3	2	10	-1	-102	1
CCOC(=O)C1CCN(c2ncnc3c2c(-c2ccccc2)cn3-c2ccc(C)cc2)CC1	-18	-20	-3	-4	-8	0	-1	-1	10	2
O=C(Nc1ccc(S(=O)(=O)N2CCOCC2)cc1)C1COc2ccccc2O1 (stereo not drawn)	-32	29	4	3	3	2	-4	1	-11	1
O=C(CN1C(=O)C2CC=CCC2C1=O)N1CCN(c2ccc([N+](=O)[O-])cc2)CC1 (stereo not drawn)	-13	0	12	3	-6	5	-10	2	11	0
COc1ccc2c(c1)C(=NN)c1cc(OC)ccc1-2	-29	20	24	79*	-3	-1	-8	1	-65	4
NCCNc1ccc([N+](=O)[O-])cc1	4	-6	10	-1	-1	-1	0	11	5	4
CCOC(=O)C1(CCOC)CCN(C(=O)c2ccccc2-c2cccc(C)c2)CC1	-27	7	-2	2	0	2	-3	-8	24	4
CCOc1ccccc1NC(=O)CSc1ccc(-c2sc(C)nc2C)nn1	-4	3	3	-8	1	2	-3	-1	24	-5
Cc1ccc(-n2c(N)c(C(=O)N3CCOCC3)sc2=S)c(C)c1	-19	3	2	-4	2	4	-2	-1	6	-2
O=C(CN(Cc1cccs1)C(=O)CNS(=O)(=O)c1ccc(Cl)cc1)NCC1CCCO1 (stereo not drawn)	-30	6	-2	·	3	2	-2	-2	16	5
Cc1nc2ccccc2c2c1C(=O)N(C)C2=O	-7	11	6	·	2	-2	0	1	-14	-2
CCOc1ccc(Cl)cc1S(=O)(=O)N1CCC(C(=O)NCc2cccnc2)CC1	-13	-18	-5	-1	2	-7	7	-1	-4	-5
COC(=O)c1ccccc1NC(=O)c1cc2nc(C3CC3)cc(C(F)(F)F)n2n1	7	5	-8	-3	1	1	-2	0	-4	5
Cc1cc(NC(=O)CCN2CC(C)OC(C)C2)ccc1Br (stereo not drawn)	-11	-13	-1	3	-3	4	-1	-1	10	3

Quoted from the listing.
Platelet DG rel, `COc1ccc2c(c1)C(=NN)c1cc(OC)ccc1-2` : -8
KLF5 inhibitor, `CCOC(=O)C1(CCOC)CCN(C(=O)c2ccccc2-c2cccc(C)c2)CC1` : -27
HSP90 inh, `Cc1nc2ccccc2c2c1C(=O)N(C)C2=O` : -2
HSP90 inh, `Cn1c(=O)c2c(ncn2CC(=O)N2CCCc3ccccc32)n(C)c1=O` : 3

(more compounds)
SMILES	KLF5 inhibitor	HSF-1 act	HSF1 inhib	DYRK1A inh	GSK3beta inhib	HSP90 inh	Platelet DG rel	GSK3A inh	aSyn UTR inh	IEC-6 cytotox
CCCCOc1ccc(C2(C)NC(=O)NC2=O)cc1 (stereo not drawn)	-32	-4	-8	-5	·	-1	8	0	13	2
CCOc1ccc(NS(=O)(=O)c2ccc3c(c2)N(C(C)=O)CCO3)cc1	14	-5	4	2	2	-2	7	-2	15	8
C(=C\c1ccccn1)/c1cccnc1	-52	2	0	5	0	-1	-3	·	-76	-2
CC12/C(=N/O)C3C4CC5C3/C(=N/O)C1C5C42 (stereo not drawn)	-29	6	2	·	1	3	21	0	-1	-4
Fc1cc(F)c(F)c(SCCc2ccncc2)c1F	-6	0	3	2	-5	3	-7	0	-6	4
CCN(CC)c1ccc(N2C(=O)/C(=C\c3cccnc3)SC2=S)cc1	-19	2	6	1	3	2	-6	-2	11	-1
CCc1ccccc1N(CC(=O)N1CCCC1)S(C)(=O)=O	3	-65	-56*	6	4	22*	-12	0	2	0
CCCCN1C(=O)C(O)(CC(=O)c2ccccn2)c2ccccc21 (stereo not drawn)	-14	-5	-9	-1	-2	-2	4	·	-13	-2
O=S(=O)(NC1CCCCCCC1)c1ccccc1F	-27	12	3	2	3	0	-1	5	13	-1
O=C(CCCCCN1C(=O)CCC1=O)Nc1ccc2c(c1)OCO2	-16	-12	-5	7	-5	-2	-27	-2	-26	-2
CCn1nnnc1SCC(=O)NCc1ccc2c(c1)OCO2	-22	-4	-1	5	7	0	5	-1	-3	4
Cc1onc(-c2c(Cl)cccc2Cl)c1C(=O)OCC(=O)c1ccccc1	-6	13	4	1	2	0	3	-1	-7	-1
COc1cccc(C(=O)Nc2ccc(NC(=O)C(C)(C)C)cn2)c1	-42	-28	-25	-49	5	33*	20	-1	39	1
COc1cccc(-n2nnc3c(=O)n(CC(=O)Nc4cc(C)on4)cnc32)c1	-30	0	-9	2	-1	-2	1	0	34	-5
COc1cccc(CN2CC(C(=O)N3CCOCC3)CCC2=O)c1 (stereo not drawn)	-24	-7	0	-4	-9	2	13	-4	-23	3
CSCC[C@H](NC(=O)[C@H](Cc1ccccc1)n1c(=O)[nH]c2ccccc2c1=O)C(=O)N[C@@H](Cc1ccccc1)C(=O)O	-13	-2	2	8	1	-5	-2	-1	15	-5
COc1ccc(NC(=O)O/N=C/c2ccc(Br)cc2)cc1	-13	0	-10	-6	-1	-1	-3	-1	-21	-4
CCN(CC)c1ccc(NC(=O)c2cnn(CC)c2)cc1	-5	0	-7	-1	-21	0	0	3	-95	3
C/C(=N\NC(=O)CNC(=O)c1ccc(Br)cc1)c1ccco1	-16	4	-2	0	2	-3	11	-2	-17	-2
C/C(=N\Nc1ccc(C#N)cc1[N+](=O)[O-])c1ccc(O)cc1	-16	-28	-21	-5	-6	1	3	-1	-1	5

One compound at a time, from the list above. Screens in order: KLF5 inhibitor, HSF-1 act, HSF1 inhib, DYRK1A inh, GSK3beta inhib, HSP90 inh, Platelet DG rel, GSK3A inh, aSyn UTR inh, IEC-6 cytotox
Shown for `CCn1nnnc1SCC(=O)NCc1ccc2c(c1)OCO2` : -22, -4, -1, 5, 7, 0, 5, -1, -3, 4
Shown for `CCCCN1C(=O)C(O)(CC(=O)c2ccccn2)c2ccccc21` (stereo not drawn) : -14, -5, -9, -1, -2, -2, 4, ·, -13, -2

(listing goes on)
SMILES	KLF5 inhibitor	HSF-1 act	HSF1 inhib	DYRK1A inh	GSK3beta inhib	HSP90 inh	Platelet DG rel	GSK3A inh	aSyn UTR inh	IEC-6 cytotox
O=C(Cc1ccccc1)NNC(=O)Nc1ccc(Cl)c(Cl)c1	-1	0	-7	1	-4	-1	-4	-1	3	-1
O=C(c1ccccn1)c1cc2ccccc2n1S(=O)(=O)c1ccccc1	-37	33	19	-2	0	-5	9	·	-91	0
CCn1c(CSc2nc3ccccc3s2)nc2ccccc21	-31	76*	58	2	1	5	5	0	-27	7
COc1ccccc1NC(=S)N(CCN1CCOCC1)Cc1ccccc1F	-22	-13	-5	0	4	4	-32	-3	12	-6
CONc1nc(NC(C)(C)C)nc(OCC#N)n1	5	-1	0	-5	-1	-6	-7	-2	14	-5
COc1ccc(N2C(=NC(=O)C(C)Oc3ccccc3)SC3CS(=O)(=O)CC32)cc1 (stereo not drawn)	-16	-20	4	6	-2	5	3	-3	15	-1
Cc1cc(C)n2nc(N)c(N=Nc3ccc(Cl)cc3)c2n1	6	5	-12	-3	-2	4	0	-2	17	-2
CCC(C(=O)OCC(=O)N(CCOC)c1c(N)n(Cc2ccccc2)c(=O)[nH]c1=O)c1ccccc1 (stereo not drawn)	-6	-18	-3	-2	-1	3	-1	1	12	5
Cc1ccccc1C(=O)Nc1nnc(S(=O)(=O)N2CCCCC2)s1	-24	-5	-2	-2	0	0	-2	-2	5	6
Cc1cccc(NC(=O)c2ccc([N+](=O)[O-])s2)n1	-9	24	17	-3	2	0	0	-2	-88	12
O=C(COC(=O)C1CCN(c2ccc(C(F)(F)F)cn2)CC1)Nc1cccc(F)c1	·	10	0	-1	-4	·	-7	8	-1	·
COc1ccc(N2CCN(c3nc4ccccn4c(=O)c3C=O)CC2)cc1	6	42	21	-2	1	0	-1	4	-68	0
CC(=O)Nc1ccc(S(=O)(=O)N2c3ccccc3C(C)=CC2(C)C)cc1	93*	-13	-14	-6	1	1	10	-2	121*	88*
Cc1cc(C)cc(-n2c(SCC(=O)Nc3cccc(S(=O)(=O)NC4=NCCCCC4)c3)nc3ccccc3c2=O)c1	-4	-7	9	-4	-4	4	-3	-1	22	0
COc1ccc(/C(O)=C/C(=O)C(=O)NNC(=O)C(O)(c2ccccc2)c2ccccc2)cc1	-4	9	-6	-4	-1	-1	2	0	-36	-1
O=C(NC1CCCCCC1)c1c2c(nc3ccccc13)CCN(Cc1ccccc1)C2	-13	5	2	-4	1	1	-16	1	-57	-2
CC(=O)c1c(C)nc(-c2ccc(OCC(=O)Nc3ccccc3)cc2)n1O	-19	-9	2	3	0	-3	0	2	-6	-6
CC(O)c1nc2ccccc2n1C1CCCCC1 (stereo not drawn)	-24	2	-6	6	0	2	-4	-1	29	-3
Cc1nn(CC(=O)NCCc2ccco2)c(=O)c2nn(-c3ccccc3)c(C)c12	-28	15	-2	-1	-2	0	7	-29	11	-5
CCOC(=O)c1cc(C)sc1NC(=O)C1CCC1	-10	-8	-9	-17	-11	5	7	·	25	-2
Clc1ccc(-c2ccccc2)nn1	-22	-10	-2	·	-2	2	8	-2	-16	3
COc1ccc(-c2cc(C(=O)Nc3c(C)n(C)n(-c4ccccc4)c3=O)no2)cc1OC	-9	-6	6	8	0	4	-2	-3	29	-3
COc1ccc2c(c1)c(C(C)=O)c(C)n2CCc1ccccc1	-16	-2	2	10	3	-1	-4	0	-7	-2
Cc1ccccc1CSc1nc2c(c(=O)[nH]1)CCCC2	-37	-9	2	·	3	4	-5	-6	32	5
CC(C)(C)NC(=O)CC(c1ccccc1)c1ccccc1O (stereo not drawn)	-12	0	1	-2	0	1	-3	-3	-10	-8
COc1ccc(OC)c(NC(=O)c2ccc(S(=O)(=O)N3CCOCC3)cc2)c1	0	17	12	4	-3	1	-1	-1	1	-4
COC(=O)C1CCN(C(=O)CSc2nnc(-c3ccccc3)o2)CC1	·	-25	-2	-13	-2	·	5	1	-4	·
O=C(COC(=O)COc1cccc(Br)c1)Nc1c(Cl)cccc1Cl	-15	54*	6	-2	2	-4	0	-5	27	-2
CCOc1ccc(N(CC(=O)NCCc2ccccc2)S(=O)(=O)c2ccccc2)cc1	-9	-7	2	0	2	-1	5	-2	10	-4
COc1cccc(NC(=O)C2C3C=CC(O3)C2C(=O)NCc2cccnc2)c1 (stereo not drawn)	18	9	0	-4	1	2	-4	-1	7	4
CCCC(=O)N1CC(=O)Nc2ccc(F)cc2C1c1ccccc1 (stereo not drawn)	-22	3	-3	-3	2	-1	12	-1	-7	-1
Nn1c(SCC(=O)Nc2ccc3c(c2)OCCO3)nnc1-c1cccnc1	-10	5	-5	-2	2	-1	4	0	-22	0
